# Screening data (PubChem BioAssay)
# RGS7-Gao: regulators of human RGS7-Galphao interaction; 220,000 compounds, 0.35% hits; Multiplexed bead flow cytometry, RGS7-Galphao binding; actives lie on both sides; P09471; binding response (% of control), % at 10 µM; in the data active = binding response below about 49% or above about 150%; inconclusive = no clear call, values can overlap the other calls; inactive = in between;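 also: fluorescent Galphao held in activated GDP-AlF4 state binding bead-coupled RGS7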
# RGS4-Gao reg: modulates binding of RGS4 to human Galphao; Multiplexed bead flow cytometry; actives lie on both sides; P09471; 220,000 compounds, 0.33% hits; binding response (% of control), % at 10 µM; AID 1415; in the data active = binding response below about 49% or above about 150%; inactive = in between;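 also: fluorescent Galphao activated with aluminum fluoride binding bead-coupled RGS4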
# RGS8-Gao reg: modulates binding of RGS8 to human Galphao | P09471 | multiplexed bead flow cytometry; actives lie on both sides | response (percent of control binding), % at 10 µM | 220,000 compounds, 0.34% hits | AID 1423; in the data active = response below about 60% or above about 140%; inactive = in between;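 also: Galphao activated as the GDP aluminium fluoride complex binding bead-coupled RGS8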
# Avidin bead fluor: avidin bead compound fluorescence profile; 220,000 compounds, 0.38% hits; fluorescence (KMESF) at 10 µM; Avidin beads, compound fluorescence 488/530 nm, flow cytometry; active compounds read high; in the data active = fluorescence above about 47; also: inactives centre near 10
# GSH bead fluor: GSH bead compound fluorescence profile; GSH beads flow cytometry, compound fluorescence 488/530 nm; active compounds read high; fluorescence (KMESF) at 10 µM; 190,000 compounds, 0.25% hits; AID 1776; in the data active = fluorescence above about 89;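 also: glutathione beads carrying GST-tagged Bcl family fusion proteins plus one bare bead set; values are compound well signal with DMSO vehicle wells as background; inactives centre near 16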
# Pf gamet viab: P. falciparum stage V gametocyte viability inhibition; inhibition, % at 10.9 µM; 150,000 compounds, 0.065% hits; P. falciparum stage V gametocytes, ATP luminescence, 24 h;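 active = inhibition above the mean plus 3 SD of compounds within the control limits, set per campaign, cut at about 38% in these data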;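 also: 0% = DMSO wells and 100% = medium only without gametocytes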
# Mcl1-Noxa inh: Mcl-1/Noxa interaction inhibition; Q07820; TR-FRET Mcl-1/Noxa peptide binding, 2 h; inhibition, % at 21.7 µM; 220,000 compounds, 1.5% hits;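 active = compounds that cut the protein-peptide binding signal by more than 50% relative to plate controls in a single-dose test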;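 also: His-tagged Mcl-1 with rhodamine Noxa BH3 peptide and terbium anti-His antibody; 0% = Mcl-1 plus Noxa peptide wells and 100% = peptide-only wells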
# Target sequence (Q07820 whole entry, looked up): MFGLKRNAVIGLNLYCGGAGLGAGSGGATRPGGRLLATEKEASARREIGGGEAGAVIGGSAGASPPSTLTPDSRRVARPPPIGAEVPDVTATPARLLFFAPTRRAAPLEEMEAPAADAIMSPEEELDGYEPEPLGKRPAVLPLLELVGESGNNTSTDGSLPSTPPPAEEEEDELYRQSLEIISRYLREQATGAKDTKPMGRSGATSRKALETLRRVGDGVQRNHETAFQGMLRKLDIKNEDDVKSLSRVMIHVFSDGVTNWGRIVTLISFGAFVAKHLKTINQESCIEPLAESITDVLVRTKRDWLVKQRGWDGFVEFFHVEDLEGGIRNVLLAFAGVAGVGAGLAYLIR
# Bim-Mcl-1: disrupts Bim peptide binding to human Mcl-1; Q07820; Bead-based flow cytometry, Bim peptide-Mcl-1 binding; inhibition, % at 10 µM; 190,000 compounds, 0.1% hits; AID 1009; in the data active = inhibition above about 40%;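 also: 0% = no compound tracer wells and 100% = peptide blocker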
# Mcl1-Bid inh: disrupts binding of human Mcl-1 to Bid peptide. inhibition, % at 21.7 µM. TR-FRET Mcl-1/Bid-Dy647 peptide binding, 1536-well. 220,000 compounds, 0.97% hits. Q07820;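 active = compounds that cut the binding signal by more than half at the single screening dose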;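 also: His-tagged Mcl-1 with europium anti-His antibody binding Bid BH3 peptide; 0% = Mcl-1 plus peptide wells and 100% = peptide-only wells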
# ABCG2 inh: inhibitors of human ABCG2 transporter, ABCB1 counter-screen | IgMXP3 cells, JC-1 efflux, flow cytometry | inhibition, % at 6.6 µM | 190,000 compounds, 0.1% hits | Q9UNQ0;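 active = inhibition above 80%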;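 also: 0% = DMSO and 100% = nicardipine control wells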
# Target sequence (Q9UNQ0 whole entry, looked up): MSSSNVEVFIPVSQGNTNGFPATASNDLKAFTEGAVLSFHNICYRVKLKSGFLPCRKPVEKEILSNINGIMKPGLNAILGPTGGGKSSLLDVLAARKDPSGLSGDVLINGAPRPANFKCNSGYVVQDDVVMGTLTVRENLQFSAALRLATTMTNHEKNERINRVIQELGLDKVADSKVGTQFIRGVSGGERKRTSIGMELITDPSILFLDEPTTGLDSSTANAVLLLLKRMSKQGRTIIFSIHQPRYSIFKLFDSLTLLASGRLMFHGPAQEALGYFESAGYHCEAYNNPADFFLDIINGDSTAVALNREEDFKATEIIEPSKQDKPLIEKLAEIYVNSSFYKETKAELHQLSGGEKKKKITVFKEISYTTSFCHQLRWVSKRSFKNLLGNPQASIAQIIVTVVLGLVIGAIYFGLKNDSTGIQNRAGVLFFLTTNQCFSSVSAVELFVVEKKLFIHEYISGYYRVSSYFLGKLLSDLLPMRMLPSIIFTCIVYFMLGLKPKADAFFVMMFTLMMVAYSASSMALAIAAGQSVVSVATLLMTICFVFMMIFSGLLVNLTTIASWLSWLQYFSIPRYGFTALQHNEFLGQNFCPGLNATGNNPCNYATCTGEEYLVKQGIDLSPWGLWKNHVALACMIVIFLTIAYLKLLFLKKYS
#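 Test system: ABCG2 IgMXP3 and barcoded ABCB1 CCRF-Adr cell mix; Schedule: cells with compound and JC-1, 10 min at 25 °C, rotating, no wash; Technique: flow cytometry of retained JC-1 fluorescence; Measure: % inhibition of efflux relative to nicardipine and DMSO; Controls: nicardipine high and DMSO low controls.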
# ABCB1 block: inhibitors of human ABCB1 transporter, ABCG2 counter-screen | P08183 | CCRF-Adr cells, JC-1 efflux, flow cytometry | inhibition, % at 6.6 µM | 190,000 compounds, 0.067% hits | AID 1326; in the data active = inhibition above about 40%;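 also: 0% = vehicle and 100% = reference inhibitor; higher value means more JC-1 retained so stronger ABCB1 efflux block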
# * marks the source's active call; other numbers are inactive results; ? = inconclusive; . = not tested or not shown; & = joins results of further samples. Rows were taken by chance. About 3.3% of those tested had a hit in this group.
SMILES,RGS7-Gao,RGS4-Gao reg,RGS8-Gao reg,Avidin bead fluor,GSH bead fluor,Pf gamet viab,Mcl1-Noxa inh,Bim-Mcl-1,Mcl1-Bid inh,ABCG2 inh,ABCB1 block
COc1cccc(NC(=O)c2cc(-c3cccnc3)nc3c(Cl)cccc23)c1,100,102,102,34,19,.,6,2,8,2,0.5
Cc1ccc(O)c(C(CC(=O)NC2CCCCC2)c2ccccc2)c1 (stereo not given),101,104,99,10,14,2,10,-2,-3,4,1.5
COc1cccc(/C=N/NC(=O)c2ccc([N+](=O)[O-])cc2Cl)c1O,101,102,100,5,10,.,-15,0,-43,9,1.9
Cc1ccc(C(=O)COC(=O)c2cccc(N3C(=O)c4c(C)nc5ccccc5c4C3=O)c2)cc1C,100,100,99,6,11,26,2,-5,3,15,0.8
O=C(N/N=C/c1ccccc1C(F)(F)F)c1ccc(O)cc1,?,89,98,8,25,-2,11,-1,-43,1,-0.3
CCN(CC)S(=O)(=O)c1cccc(-c2nnc(SC(C)C(=O)NCCC3=CCCCC3)o2)c1 (stereo not given),101&103,102&100,99&105,27&23,10&17,-19,4,-2&-2,-30,8&2,2.4&1.1
Cc1cccc(N2CCN(C(=O)c3ccncc3)CC2)c1C,102,102,105,10,30,24,6,-3,-1,-4,-0.5
Nc1nnc(CSc2ccc(Cl)cc2)s1,85,87,87,4,16,.,16,-12,-20,6,3.6
O=C(Nc1ccc2c(c1)OCCO2)C1CCN(S(=O)(=O)c2ccccc2)CC1,99,101,92,15,11,-22,19,-2,1,7,0.8
CCOC(=O)Cc1nnc(NC(=O)C(CC)Sc2nc(C)cc(=O)[nH]2)s1 (stereo not given),103,102,98,4,19,.,24,-1,-4,2,0.5
Cc1ccc2nc(-c3ccccn3)cc(C(=O)NC(C)C(C)(C)C)c2c1 (stereo not given),?,102,102,10,18,.,10,-1,-8,5,0.9
Cn1c(Cl)cnc1C(O)(c1ccccc1)c1ccccc1,?,101,98,5,.,-57,-3,.,-27,.,.
CC(=O)N(Cc1cccs1)C1CCOC(C)(C)C1 (stereo not given),99,102,117,8,28,11,12,-2,-1,2,0.0
NC(=O)C1CCN(C(=O)CCC(=O)c2ccc(Br)cc2)CC1,?,102,101,9,11,-22,-11,0,-13,2,1.1
Cc1ccc(CCNC(=O)NC(C)(C)C)cc1,100,102,99,17,13,-14,0,-1,2,4,1.0
O=C(Cc1ccc(S(=O)(=O)N2CCOCC2)s1)Nc1ccc(N2CCOCC2)cc1,101,102,101,21,12,.,13,0,-47,2,1.0
CC(C)(C)c1cc(C(=O)NNc2ccc(OC(F)(F)F)cc2)n(Cc2ccccc2)n1,?,99,102,2,.,-7,-4,.,-7,.,.
S=C(NCc1cccnc1)Nc1ccc(Cl)cc1,100,103,102,16,14,.,4,-3,-49,23,0.1
Cc1nc(C)c(C(=O)C2=C(O)C(=O)N(CCN(C)C)C2c2cccs2)s1 (stereo not given),104,101,100,18,6,.,14,3,-81,1,0.4
COc1ccc(Br)cc1/C=C/C(=O)NCC(=O)O,97,96,97,9,15,10,14,-4,11,8,0.8
O=C(C[n+]1ccc(C(=O)N/N=C/c2ccc(Br)cc2)cc1)c1ccccc1,95,83,97,15,15,.,9,0,-61,3,0.3
CN(c1ccc(F)cc1)S(=O)(=O)c1ccc(Cl)c(C(=O)Nc2ccc3c(c2)CCC3)c1,109,112,106,6,18,-7,-8,-14,-40,10,1.3
CCC(CC)C(=O)N1CC(=O)Nc2ccc(Br)cc2C1c1ccccc1 (stereo not given),95,97,99,7,24,.,2,0,-4,9,2.4
Cc1ccc(Cn2c(=N)c(C#N)cc3c(=O)n4cccc(C)c4nc32)cc1,101,101,105,11,8,.,-9,3,-48,-1,-0.2
Cc1ccc2[nH]c(=O)c(CN(C(=O)c3cccs3)c3ccccc3)cc2c1,99,103,101,12,21,-38,13,-1,12,3,1.9
COc1cc(C2C(C#N)=C(N)Oc3c2oc(CO)cc3=O)cc(OC)c1OC (stereo not given),102,98,98,10,38,1,8,0,-12,0,0.2
Cc1cc(=O)[nH]c(SCc2nc3ccccc3s2)n1,99,98,97,14,23,5,24,1,-24,1,-0.1
Cc1ccc(C)c(OCCCC(=O)N2CCOCC2)c1,103,98,100,10,10,-35,-3,0,-12,0,-0.2
CSc1nc(Oc2ccc3ccccc3c2)c2ccccc2n1,105,107,103,6,29,3,-3,-2,-26,-1,-3.2
COC(=O)c1cc(NC(=O)Cn2c(=O)cnc3ccccc32)cc(C(=O)OC)c1,100,99,98,6,19,.,27,1,62*,0,0.2
COc1ccc(NC(=O)c2sc3nc(Cc4ccccc4)cc(C(F)(F)F)c3c2N)cc1OC,102,101,112,10,10,-14,4,2,-7,-1,1.5
CCOC(=O)C1=C(C)NC(SCC(=O)OC)=C(C#N)C1c1ccc(C(=O)OC)cc1 (stereo not given),99,99,95,17,17,.,-5,-2,-18,3,0.8
COCC(C)n1c(C)cc(C(=O)CSc2ncccn2)c1C (stereo not given),105,102,104,25,13,22,5,-4,-40,0,0.1
CCCN(C(=O)CSc1nnnn1C)C1CCS(=O)(=O)C1 (stereo not given),103,103,107,12,24,.,6,-2,-9,2,0.8
CCOC(=O)c1nnc(-c2ccccc2)nc1Sc1ccccc1Cl,92,94,95,6,53,13,7,-1,19,0,-0.1
CN1CCc2c(sc3c2C(=O)NC(c2cn(Cc4ccccc4)c4ccccc24)N3)C1 (stereo not given),99,100,100,16,27,-2,49,0,1,2,1.7

# Part of the list above in order of formula weight, rising.
SMILES,RGS7-Gao,RGS4-Gao reg,RGS8-Gao reg,Avidin bead fluor,GSH bead fluor,Pf gamet viab,Mcl1-Noxa inh,Bim-Mcl-1,Mcl1-Bid inh,ABCG2 inh,ABCB1 block
Cc1ccc(C)c(OCCCC(=O)N2CCOCC2)c1,103,98,100,10,10,-35,-3,0,-12,0,-0.2
Cc1cc(=O)[nH]c(SCc2nc3ccccc3s2)n1,99,98,97,14,23,5,24,1,-24,1,-0.1
COCC(C)n1c(C)cc(C(=O)CSc2ncccn2)c1C (stereo not given),105,102,104,25,13,22,5,-4,-40,0,0.1
CCCN(C(=O)CSc1nnnn1C)C1CCS(=O)(=O)C1 (stereo not given),103,103,107,12,24,.,6,-2,-9,2,0.8
Cc1ccc(Cn2c(=N)c(C#N)cc3c(=O)n4cccc(C)c4nc32)cc1,101,101,105,11,8,.,-9,3,-48,-1,-0.2
CCOC(=O)c1nnc(-c2ccccc2)nc1Sc1ccccc1Cl,92,94,95,6,53,13,7,-1,19,0,-0.1
COc1cc(C2C(C#N)=C(N)Oc3c2oc(CO)cc3=O)cc(OC)c1OC (stereo not given),102,98,98,10,38,1,8,0,-12,0,0.2
COC(=O)c1cc(NC(=O)Cn2c(=O)cnc3ccccc32)cc(C(=O)OC)c1,100,99,98,6,19,.,27,1,62*,0,0.2
CCC(CC)C(=O)N1CC(=O)Nc2ccc(Br)cc2C1c1ccccc1 (stereo not given),95,97,99,7,24,.,2,0,-4,9,2.4
CN1CCc2c(sc3c2C(=O)NC(c2cn(Cc4ccccc4)c4ccccc24)N3)C1 (stereo not given),99,100,100,16,27,-2,49,0,1,2,1.7
COc1ccc(NC(=O)c2sc3nc(Cc4ccccc4)cc(C(F)(F)F)c3c2N)cc1OC,102,101,112,10,10,-14,4,2,-7,-1,1.5

# Going on with the list:
SMILES,RGS7-Gao,RGS4-Gao reg,RGS8-Gao reg,Avidin bead fluor,GSH bead fluor,Pf gamet viab,Mcl1-Noxa inh,Bim-Mcl-1,Mcl1-Bid inh,ABCG2 inh,ABCB1 block
O=C(Nc1ccc(Nc2ccccc2)cc1)Nc1ccccc1Cl,?,102,102,3,.,.,8,.,-31,.,.
CCN(CC)C(=O)[C@]1(c2ccccc2)C[C@@H]1CN,105,104,98,6,64,.,-21,0,-1,-1,.
CCN(CC)c1ccc(C=Nc2ccc(C#N)cc2)c(O)c1,100,103,98,4,35,-17,0,1,-6,2,0.6
O=C1c2ccccc2C(=O)N1CCCc1nc(-c2ccncc2)no1,100,103,99,12,27,-17,12,-3,4,19,1.5
CSc1ccccc1C(=O)Nc1cccc(C(C)O)c1 (stereo not given),97,99,99,13,24,24,6,-8,-5,7,0.0
COc1ccc(-c2cc(COc3ccccc3)on2)cc1,101,103,100,9,14,8,17,0,-3,5,0.4
Cc1sc2c3ccsc3ccc2[n+]1C,113,97,91,5,19,-4,31,-4,-80,12,0.3
CCOC(=O)C1CCN(C(=O)COc2ccc(N(C)S(=O)(=O)c3ccc(C)cc3)cc2)CC1,101,100,99,10,19,3,2,-1,-6,3,1.0
Cc1ccc(N=CC2=C(O)CC(c3cccc(Cl)c3)CC2=O)cc1 (stereo not given),101,101,100,11,14,21,11,-3,0,-1,0.1
Oc1cccc(/C=N/N(Cc2ccccc2)c2ccccc2)c1,?,102,104,9,15,1,18,0,-29,2,0.3
COc1cc(/C=C/C(=O)O)cc(S(=O)(=O)NCCCO)c1OC,93,102,99,17,37,3,14,0,-1,0,0.2
CN1c2ccsc2/C(=N/NC(=O)c2c(F)cccc2F)CS1(=O)=O,102,100,104,13,33,.,11,-3,17,4,-0.2
O=C(O)CC1(CC(=O)Nc2ccc(Cl)cc2C(=O)c2ccccc2)CCCC1,?,81,89,3,.,-3,-1,.,-14,.,.
O=C(O)CNC(=O)/C=C/c1c(Cl)cccc1Cl,?,96,99,10,12,-19,1,2,-13,0,-0.3
CCC(Cc1ccccc1)NC(=O)CN1C(=O)CSc2ncccc21 (stereo not given),101,101,97,6,17,.,13,1,-17,1,0.6
O=C1CCCc2nc(N3CCN(Cc4ccccc4)CC3)ncc21,112,108,108,4,27,15,16,-1,13,0,0.0
CN(C)S(=O)(=O)c1ccc(Cl)c(NC(=O)COC(=O)c2cc(-c3ccccc3)nc3ccccc23)c1,98,98,93,5,21,10,9,-6,-25,-2,-0.1
CCCc1cc(-c2n[nH]c(=S)n2CC)cs1,110,102,106,12,11,-35,17,-1,-19,-1,-0.4
COc1ccc(CN2C(=O)/C(=C/c3ccncc3)SC2=S)cc1,99,103,101,6,10,-4,0,-8,-1,-1,-0.8
COc1cccc(OCCn2ccnc2)c1,97,97,101,34,24,.,9,-3,3,26,1.1
Cc1ccc(S(=O)(=O)N2CCN(CC(=O)N/N=C/c3ccco3)CC2)cc1,104,106,103,9,14,.,-4,-5,-4,-1,-0.1
Cc1ccc(-c2csc(NC(=O)CSc3nc4ccccc4[nH]3)n2)cc1,96,100,102,3,8,2,-4,7,-20,-2,-0.5
